D1 ag – human D1 receptor agonism. P21728. HEK293 T-REx D1 cells, calcium flux, agonist mode. activation, % at 2 µM. hit rate 1% among 360,000. AID 504660; further: 0% is about no effect
Target sequence (P21728 whole entry, looked up): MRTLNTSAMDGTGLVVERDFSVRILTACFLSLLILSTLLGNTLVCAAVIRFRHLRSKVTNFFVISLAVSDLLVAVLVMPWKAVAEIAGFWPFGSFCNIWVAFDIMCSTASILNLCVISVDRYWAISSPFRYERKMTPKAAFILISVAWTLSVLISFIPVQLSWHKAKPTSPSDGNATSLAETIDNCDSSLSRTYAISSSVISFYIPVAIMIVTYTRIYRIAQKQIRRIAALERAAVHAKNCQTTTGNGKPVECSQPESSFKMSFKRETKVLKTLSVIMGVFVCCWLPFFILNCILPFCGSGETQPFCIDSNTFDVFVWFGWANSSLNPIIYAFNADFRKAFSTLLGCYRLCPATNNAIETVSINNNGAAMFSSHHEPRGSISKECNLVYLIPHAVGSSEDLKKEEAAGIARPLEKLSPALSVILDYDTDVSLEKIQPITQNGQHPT
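Agonism was scored from calcium flux recorded over 180 s (1 read/s) after pintool compound addition, following a 10-cycle baseline. Cells were inducible force-coupled HEK293 TREx D1, plated overnight at 30 C and loaded with no-wash calcium dye.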
D1 PAM – human D1 dopamine receptor positive modulation. P21728. HEK293 TREx D1 cells, calcium flux, dopamine EC20 potentiation. potentiation, % at 10 µM. hit rate 0.036% among 360,000; in the data active means potentiation above about 30%; further: 0% is about no effect
TRHR ag – activates the human TRH receptor; hit rate 0.18% among 360,000; activation, % at 2 µM; TRHR cells, calcium flux fluo-8, FDSS agonist mode; P34981; AID 493084; further: 0% is about no effect
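TRHR-expressing cells loaded with fluo-8 calcium dye; 23 nL library compound pin-transferred, kinetic FDSS fluorescence (Ex 480/Em 530) recorded about 180 s for agonist-induced calcium release, before a 10 nM TRH EC20 addition for potentiator mode.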
D2 agonist – activates the human D2 dopamine receptor; AID 485358; activation, % at 2 µM; P14416; HEK293 T-REx D2 cells, calcium flux agonist mode; hit rate 0.53% among 340,000;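 active means activation over 3 SD above normal in the single-dose calcium agonist read, cut at about 30% in these data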; further: 0% is about no effect
Target sequence (P14416 whole entry, looked up): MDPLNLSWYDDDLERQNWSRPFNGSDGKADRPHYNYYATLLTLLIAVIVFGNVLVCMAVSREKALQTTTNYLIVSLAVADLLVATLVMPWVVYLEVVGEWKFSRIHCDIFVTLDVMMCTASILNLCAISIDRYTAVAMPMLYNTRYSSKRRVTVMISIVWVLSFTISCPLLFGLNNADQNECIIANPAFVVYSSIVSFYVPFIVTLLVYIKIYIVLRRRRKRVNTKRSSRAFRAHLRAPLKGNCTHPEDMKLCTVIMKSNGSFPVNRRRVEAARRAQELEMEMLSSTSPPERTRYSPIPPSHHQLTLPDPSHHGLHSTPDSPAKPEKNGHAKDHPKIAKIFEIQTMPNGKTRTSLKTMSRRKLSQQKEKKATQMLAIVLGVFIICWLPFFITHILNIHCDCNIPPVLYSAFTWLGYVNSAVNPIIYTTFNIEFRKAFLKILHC
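Tetracycline-induced HEK293 T-REx cells with force-coupled D2 receptor, plated overnight at 30 C, loaded with no-wash calcium dye. After a 10 s baseline, compound was pin-added and calcium flux read kinetically for 180 s; calcium rises flagged agonists.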
RXFP1 antag – RXFP1 (human) relaxin receptor antagonism | Q9HBX9 | HEK293-RXFP1, relaxin-stimulated cAMP HTRF, 30 min; active compounds read low | activity change, negative = inhibition, % at 57.5 µM | hit rate 0.59% among 350,000;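 active means activity change of -60% or lower, but not beyond a set lower limit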; further: on the % scale 0 is the no-effect control and ±100 the full control effect
D2 potentiator – D2 dopamine receptor (human) potentiation; HEK293 T-REx D2, calcium flux, EC20 dopamine potentiation; potentiation, % at 10 µM; hit rate 0.34% among 340,000;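 active means potentiation over 3 SD above the plate norm, cut at about 30% in these data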; further: 0% is about no effect
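Tetracycline-induced Hek293 Trex D2 cells, force-coupled to calcium, loaded with no-wash calcium dye. Compound added with 180 s kinetic read for agonism, then EC20 dopamine and a further 180 s read for potentiation.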
TRHR PAM – allosterically enhances the human TRH receptor; P34981; TRHR cells, fluo-8 calcium fluorescence, EC20 TRH enhancement; enhancement, % at 2 µM; hit rate 0.66% among 360,000; in the data active means enhancement above about 30%; further: 0% is about no effect
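Enhancer read-out: after compound pinning and an initial kinetic agonist-mode read, an EC20 of TRH (10 nM final) was injected and fluo-8 calcium signal (Ex 480/Em 530) followed at 1 s/cycle for 100 cycles in TRHR-expressing cells.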
D1 antag – human D1 dopamine receptor antagonism. P21728. HEK293 TREx D1 cells, calcium flux, dopamine EC80; active compounds read low. activity change, negative = inhibition, % at 10 µM. hit rate 3.2% among 360,000. AID 504652; in the data active means activity change below about -30%; further: on the % scale 0 is the no-effect control and ±100 the full control effect
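Kinetic fluorescence of a calcium dye serves as the read-out. D1-expressing Hek293 Trex cells, induced overnight at 30 C, are exposed to compound for 180 s before an EC80 dopamine addition, then read 180 s further.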
D2 antagonist – antagonizes the human D2 dopamine receptor. P14416. HEK293 TREx D2 cells, calcium flux, dopamine EC80. inhibition, % at 10 µM. hit rate 2% among 340,000; in the data active means inhibition above about 30%; further: 0% is about no effect
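Inhibition of EC80 dopamine-driven calcium flux, recorded kinetically, defines activity here; cells are a tetracycline-induced HEK293 T-REx line expressing force-coupled D2.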
Starred values were filed as active, the others as inactive; · = not tested or not shown. Unless noted, no stated cut-off is given here; in the data, active means activation above about 30%; inactive means the rest.

SMILES	D1 ag	D1 PAM	TRHR ag	D2 agonist	RXFP1 antag	D2 potentiator	TRHR PAM	D1 antag	D2 antagonist
COc1ccccc1N1CCN(C(=O)c2cnn(C(C)(C)C)c2C2CCN(C(=O)OC(C)(C)C)CC2)CC1	1	-5	0.4	·	-26	0	10	0	·
CCOC(=O)c1c(NC(=O)/C(C#N)=C/c2ccccc2)sc2c1CCC2	0	-2	-0.3	-1.0	·	-6	0	-9	·
CCOCCCNC(=O)Cc1ccc(Br)cc1	1	6	-0.4	0.0	-7	-2	1	14	-4
CC(C)(C)NC(=O)Cc1ccc(S(=O)(=O)N2CCCC2)s1	3	-4	0.1	-0.1	4	7	-4	4	11
O=S(=O)(c1ccc(Cl)c(NC(=S)Nc2ccccc2N2CCOCC2)c1)N1CCOCC1	0	-3	0.0	-0.2	0	2	-5	-11	-1
O=C(CC1CCCC1)NNC(=O)c1ccc(Br)cc1	0	-1	-0.4	0.4	2	4	8	8	-45
OCCN1CCN(c2nc(-c3ccccc3)c3cc(Br)ccc3n2)CC1	45*	44*	-0.3	0.6	-70*	15	10	8	6
Cc1cccc2c(N)c3c(nc12)CCCC3 (tested in a mixture with another compound)	3	7	0.4	·	1	·	13	-2	·
Cn1c(=O)c2c(nc(Cl)n2CC(=O)NC2(C#N)CCCCC2)n(C)c1=O	2	5	-0.6	·	6	·	1	4	·
COc1cccc(-n2cnnc2SC(C)C(=O)NC2CCCC2)c1 (stereo not drawn)	2	-6	0.3	-0.1	-5	-1	6	1	-11

Overlap with the part before: four compounds; new compounds follow.
SMILES	D1 ag	D1 PAM	TRHR ag	D2 agonist	RXFP1 antag	D2 potentiator	TRHR PAM	D1 antag	D2 antagonist
OCCN1CCN(c2nc(-c3ccccc3)c3cc(Br)ccc3n2)CC1	45*	44*	-0.3	0.6	-70*	15	10	8	6
Cc1cccc2c(N)c3c(nc12)CCCC3 (tested in a mixture with another compound)	3	7	0.4	·	1	·	13	-2	·
Cn1c(=O)c2c(nc(Cl)n2CC(=O)NC2(C#N)CCCCC2)n(C)c1=O	2	5	-0.6	·	6	·	1	4	·
COc1cccc(-n2cnnc2SC(C)C(=O)NC2CCCC2)c1 (stereo not drawn)	2	-6	0.3	-0.1	-5	-1	6	1	-11
COC(=O)c1cc(NS(=O)(=O)c2ccc(NCc3cccnc3)c([N+](=O)[O-])c2)cc(C(=O)OC)c1	0	-1	0.6	0.7	·	-1	1	-1	-8
Clc1nc(Cl)nc(NCCC2=CCCCC2)n1	2	-3	0.7	1.1	-8	3	3	-1	-8
Cc1ccc(NC(=O)CCCNC(=O)c2ccc(Cl)cc2)cc1S(=O)(=O)N1CCOCC1	0	-5	-0.8	-0.1	4	-2	10	-37*	-13
CC(C)Oc1ccc(CN2CCC(n3nccc3NC(=O)C3CC3)CC2)cc1	4	1	0.2	·	-10	0	-2	-15	·
CCCN=C(N)/C(C(=O)OCC)=C(\O)c1ccc(OC)cc1	29	-2	1.9	·	-2	-2	3	-20	·
O=c1cc(CN2CCN(C/C=C/c3ccccc3)CC2)c2cc(O)ccc2o1	11	3	0.9	0.7	-6	-22	3	-33*	83*
Cc1ccccc1-c1nc(CS(=O)(=O)CC(=O)NCCN2CCOCC2)c(C)o1	-1	0	0.1	0.4	1	-8	-2	-9	-12
O=C(NCc1ccc(Cl)cc1)c1cnc2sc(N3CCCC3)nn2c1=O	0	3	-0.2	-0.2	-10	13	3	2	·
COc1ccccc1C(=O)NNC(=O)c1ccccc1Br	0	-6	0.1	0.2	-3	8	1	4	21
Cc1ccc(S(=O)(=O)c2cn(Cc3cccc(C)c3)c3cc4c(cc3c2=O)OCO4)cc1	15	-4	-1.3	-1.1	-10	·	7	-9	·
Cc1ccc(OCC(=O)Nc2ccc3nc(SCC(N)=O)sc3c2)cc1	15	5	-0.2	-1.5	·	-8	11	-17	·
O=C(Cc1cccs1)N1CCCC(c2nc3c(nnn3Cc3ccc(F)cc3)c(=O)[nH]2)C1 (stereo not drawn)	0	3	0.4	0.7	7	-1	24	12	-15
CCN(CC)S(=O)(=O)c1ccc(C(=O)Nc2cc(C)cc(C)c2)cc1	4	-8	0.1	0.7	-1	9	-2	-13	10
Cc1ccc(C)c(S(=O)(=O)NC(C)C(=O)NCc2ccccn2)c1 (stereo not drawn)	1	5	-0.2	0.5	-2	19	2	3	1
Oc1ccc(Br)cc1-c1n[nH]c(=S)n1Cc1ccccc1	2	-3	0.5	-0.4	-5	-12	2	-4	7
O=C(O)CC(=O)Nc1ccccc1	2	0	0.2	0.4	-2	5	2	-3	-6
COc1nccnc1NS(=O)(=O)c1ccc(NC(=S)NC(=O)c2ccccc2F)cc1	2	-2	-0.9	1.1	-6	-2	4	-1	-13
Cc1nn(-c2ccccc2)c2c1N(CCCC(=O)NC(C)c1ccccc1)C(=O)CS2 (stereo not drawn)	1	-6	-0.5	1.3	·	4	-4	-2	·
CN(CC(=O)Nc1ccccc1Cl)C(=O)COC(=O)CSc1ccc(F)cc1	4	-9	0.0	-0.6	-5	0	-1	-12	-10
Cc1ccc(S(=O)(=O)/N=C(\CCl)N2CCOCC2)cc1	4	2	0.3	0.8	7	9	-7	-4	5

Limited to D1 ag (four entries from above):
SMILES	D1 ag
Cn1c(=O)c2c(nc(Cl)n2CC(=O)NC2(C#N)CCCCC2)n(C)c1=O	2
COc1cccc(-n2cnnc2SC(C)C(=O)NC2CCCC2)c1 (stereo not drawn)	2
COC(=O)c1cc(NS(=O)(=O)c2ccc(NCc3cccnc3)c([N+](=O)[O-])c2)cc(C(=O)OC)c1	0
Clc1nc(Cl)nc(NCCC2=CCCCC2)n1	2

(cont.)
SMILES	D1 ag	D1 PAM	TRHR ag	D2 agonist	RXFP1 antag	D2 potentiator	TRHR PAM	D1 antag	D2 antagonist
CCCCC/C=N/NC(=O)c1[nH]c2ccc([N+](=O)[O-])cc2c1C	0	2	-1.7	-1.1	-8	-5	6	-11	4
O=C(CN1C=NS(=O)(=O)c2ccccc21)Nc1ccc(F)cc1	2	-2	0.2	0.3	4	-9	-4	15	·
COc1ccc(C2NCCc3c2[nH]c2ccccc32)cc1CN1CCc2cc(OC)c(OC)cc2C1C (stereo not drawn)	36*	-5	4.5	9.7	-3	-1	3	-54*	9
Cc1nc2nc(-c3ccc(Cl)cc3Cl)nn2c(C)c1CCC(=O)Nc1ccc(F)cc1	0	-2	0.3	1.0	·	7	-2	6	·
O=[N+]([O-])c1ccccc1/C=N/Nc1nc(N2CCCC2)nc(N2CCCC2)n1	10	-3	-0.1	0.4	5	5	0	8	-5
COc1cccc(CNCCSc2nnnn2C)c1OCc1ccc(Cl)cc1Cl	12	-5	0.7	0.2	·	-12	-14	-1	·
O=C(NNS(=O)(=O)c1ccccc1)c1ccc(S(=O)(=O)N2CCCCC2)cc1	-1	4	0.4	2.4	-7	0	6	10	-21
COc1ccc(S(=O)(=O)N(C)c2ccc(C(=O)NCc3ccco3)cc2)cc1	3	1	-0.8	-0.7	-9	5	-3	-5	6
COc1ccccc1C1/C(=C(/O)c2ccccc2)C(=O)C(=O)N1CC(C)C (stereo not drawn)	0	3	-0.2	2.8	-5	0	11	-18	3
COc1ccccc1N1CCN(C2CC(=O)N(c3ccccc3)C2=O)CC1 (stereo not drawn)	12	-3	0.8	-0.7	1	15	13	-20	-7
CCCc1cc(=O)oc2cc(OCC(=O)N3CCOCC3)c(Cl)cc12	10	·	-1.6	0.7	-11	4	-10	-3	-2
N#Cc1c(NC(=O)c2nc3ncccn3n2)sc2c1CCCCC2	-1	-1	-0.6	·	-19	12	0	5	·
O=C(NC(=S)N1CCN(c2ccccn2)CC1)c1ccccc1	0	5	-0.2	13	-1	1	-2	-29	-23
CC(=O)c1ccc(Nc2cnn(C34CC5CC(CC(CC(=O)O)(C5)C3)C4)c(=O)c2Cl)cc1	1	-1	1.2	0.4	-10	17	2	-18	-12
NNC(=O)c1cccc(COc2ccccc2Br)c1	5	-8	0.2	0.6	0	3	7	-10	-10
CCn1c(SCC(=O)Nc2ccccc2N2CCCCC2)nc2c1c(=O)n(C)c(=O)n2C	0	-2	-1.9	0.2	-36	·	2	-7	3
CC(/C=N/n1c(-c2n[nH]c3c2CCC3)n[nH]c1=S)=C\c1ccco1	2	11	-0.5	·	-23	·	1	2	·
COc1ccc(CNC(=O)CCc2c(C)nc3cc(-c4ccccc4OC)nn3c2C)cc1	2	-1	0.0	-0.3	-5	3	7	-18	-1
COc1ccc(C2c3sc(=O)[nH]c3SC3C4CCC(C4)C23)cc1 (stereo not drawn)	-1	-3	-0.7	1.1	2	3	12	-8	-5
Cc1ccc(S(=O)(=O)Nc2ccc(-n3c(C)nc4ccccc4c3=O)cc2)cc1	9	4	-1.0	-0.9	-22	5	-6	-14	-8
COc1cc(NC(=O)c2cc3nc(C)cc(C)n3n2)c(OC)cc1Cl	1	-1	-1.2	-0.9	-12	2	-1	-20	6
CC(=O)N1CCN=C1SCc1cccc(Cl)c1	6	-5	-0.5	0.2	7	9	14	7	3
CSc1ccc(S(=O)(=O)N2CCC(C(=O)NC3CC3)CC2)cc1	-1	-3	0.3	-0.5	2	9	5	4	2
COC(=O)c1cccc(Nc2c(-c3ccc(SC)cc3)nc3nc[nH]n23)c1	2	-2	0.5	0.4	-22	·	5	9	·
c1ccc(NCc2cccnc2)cc1	2	-3	0.5	-0.1	-16	-10	0	-2	2
COc1ccccc1OCCNC(=O)c1cc(=O)[nH]c2ccccc12	2	-1	0.4	0.0	3	0	2	-5	7
COc1ccc(S(=O)(=O)Nc2ccc3c(c2)CCCN3S(=O)(=O)c2ccc(C)cc2)cc1F	4	0	-1.0	-0.4	6	·	-3	-5	·
Cc1ccc2[nH]c3c(=S)nc[nH]c3c2c1	1	-4	2.6	1.4	19	1	2	10	4

Five neighbouring compounds from above:
SMILES	D1 ag	D1 PAM	TRHR ag	D2 agonist	RXFP1 antag	D2 potentiator	TRHR PAM	D1 antag	D2 antagonist
COC(=O)c1cccc(Nc2c(-c3ccc(SC)cc3)nc3nc[nH]n23)c1	2	-2	0.5	0.4	-22	·	5	9	·
c1ccc(NCc2cccnc2)cc1	2	-3	0.5	-0.1	-16	-10	0	-2	2
COc1ccccc1OCCNC(=O)c1cc(=O)[nH]c2ccccc12	2	-1	0.4	0.0	3	0	2	-5	7
COc1ccc(S(=O)(=O)Nc2ccc3c(c2)CCCN3S(=O)(=O)c2ccc(C)cc2)cc1F	4	0	-1.0	-0.4	6	·	-3	-5	·
Cc1ccc2[nH]c3c(=S)nc[nH]c3c2c1	1	-4	2.6	1.4	19	1	2	10	4

Compound activity as filed in PubChem BioAssay.
